Screening results (PubChem)
DAX1 inh-1 = DAX1 (NR0B1) inhibitors on StAR promoter, primary screen, cell-based, luminescence, SF-1 (NR5A1), full-length DAX-1 | 370,000 compounds, 1.1% hits | HEK293T StAR-luciferase reporter, SF-1/DAX-1 repression relief | inhibition, % at 6.8 µM | AID 652010, 2013;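 active = inhibition above the mean over all tested compounds plus 3 SD, cut at about 3.6% in these data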;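 note: 0% = DAX-1 cells with DMSO and 100% = cells lacking DAX-1 with DMSO; higher inhibition means more luminescence from relief of DAX-1 repression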
hgDAF-12 ag = H. glycines DAF-12 receptor agonists, primary screen, cell-based, luminescence, HEK293, GAL4 fusion, UAS-luciferase. Nuclear hormone receptor DAF-12 (Heterodera glycines), GAL4 fusion. HEK293 GAL4-hgDAF12 UAS-luciferase reporter, agonist luminescence; normalized to butyrate control. activation, % at 6.8 µM. 370,000 compounds, 1.8% hits;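 active = activation above a cutoff set at the mean of all screened compounds plus 3 SD, cut at about 10% in these data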;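 note: 0% = DMSO wells and 100% = sodium butyrate wells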
PG9 binder = binders of HIV-1 gp120 antibody PG9, primary screen, biochemical, TR-FRET. TR-FRET gp120-PG9 antibody binding. 360,000 compounds, 0.43% hits. inhibition, % at 6.7 µM; in the data active = inhibition above about 8.5%
SMARCA2 act = SMARCA2 (BRM) function activators, primary screen, cell-based, luminescence, high throughput | MG213 cells, MMTV-luciferase reporter, dexamethasone, overnight | activation, % at 9.1 µM | 370,000 compounds, 1% hits; in the data active = activation above about 7.8%;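 note: 0% = vehicle wells and 100% = reference activator wells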
PLC-beta3 inh = human PLC-beta3 inhibitors, primary screen, biochemical, fluorescence; 1-phosphatidylinositol 4,5-bisphosphate phosphodiesterase beta-3 (Homo sapiens), Q01970; Purified PLC-beta3, fluorogenic substrate; inhibition, % at 12.2 µM; 370,000 compounds, 0.18% hits; AID 720704, 2013; in the data active = inhibition above about 11%;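 note: 0% = median of compound wells on plate and 100% = full blocker control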
Target sequence (Q01970 whole entry, looked up): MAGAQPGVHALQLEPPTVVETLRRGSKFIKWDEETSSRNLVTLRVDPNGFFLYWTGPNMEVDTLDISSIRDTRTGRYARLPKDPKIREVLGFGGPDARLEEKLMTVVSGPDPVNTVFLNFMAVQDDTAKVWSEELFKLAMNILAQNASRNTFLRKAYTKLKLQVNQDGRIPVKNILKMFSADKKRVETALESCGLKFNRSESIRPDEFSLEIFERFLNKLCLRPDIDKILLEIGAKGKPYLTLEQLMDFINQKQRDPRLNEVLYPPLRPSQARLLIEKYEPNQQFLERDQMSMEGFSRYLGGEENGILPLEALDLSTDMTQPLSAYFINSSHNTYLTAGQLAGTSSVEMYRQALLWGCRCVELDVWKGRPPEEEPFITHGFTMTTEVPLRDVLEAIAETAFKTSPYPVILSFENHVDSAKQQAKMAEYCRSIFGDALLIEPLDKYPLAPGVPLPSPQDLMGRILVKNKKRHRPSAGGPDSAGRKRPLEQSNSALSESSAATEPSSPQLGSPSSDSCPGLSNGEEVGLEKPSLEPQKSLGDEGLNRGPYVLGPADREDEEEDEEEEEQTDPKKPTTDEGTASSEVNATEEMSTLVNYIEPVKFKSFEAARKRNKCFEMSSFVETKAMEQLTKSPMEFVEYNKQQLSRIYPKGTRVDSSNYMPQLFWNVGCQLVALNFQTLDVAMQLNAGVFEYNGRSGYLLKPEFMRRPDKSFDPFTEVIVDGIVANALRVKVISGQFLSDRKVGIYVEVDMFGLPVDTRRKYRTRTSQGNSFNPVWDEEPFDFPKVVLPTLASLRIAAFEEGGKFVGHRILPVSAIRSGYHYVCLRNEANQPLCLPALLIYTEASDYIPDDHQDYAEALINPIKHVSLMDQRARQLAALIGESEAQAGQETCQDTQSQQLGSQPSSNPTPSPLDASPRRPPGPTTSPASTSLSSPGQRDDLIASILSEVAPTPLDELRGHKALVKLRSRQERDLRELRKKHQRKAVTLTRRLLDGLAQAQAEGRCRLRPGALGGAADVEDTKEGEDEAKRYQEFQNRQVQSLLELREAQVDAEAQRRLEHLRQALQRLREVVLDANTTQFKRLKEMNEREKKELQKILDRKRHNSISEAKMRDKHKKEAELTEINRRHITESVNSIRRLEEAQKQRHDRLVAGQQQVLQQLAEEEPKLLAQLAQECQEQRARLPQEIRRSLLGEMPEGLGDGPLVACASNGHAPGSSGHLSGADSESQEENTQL
NR1D1 modulator = modulators of Rev-erb alpha DNA binding, primary screen, biochemical, FITC-DNA, fluorescence polarization, uHTS. Nuclear receptor subfamily 1 group D member 1 (Homo sapiens), P20393. Rev-erbα–FITC-DNA binding, 90 min. 370,000 compounds, 0.79% hits. activity, % at 10 µM. AID 1259318, 2017;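 active = activity above about 14%, limit read from the data; passing the limit was not always enough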;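 note: 0% = DMSO wells with 35 nM protein and 100% = DMSO wells with 750 nM protein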
ssDAF-12 act = S. stercoralis DAF-12 nuclear receptor activators, primary screen, cell-based, luminescence, HEK293, GRIP1 co-expression, lit1-tk-luc | 370,000 compounds, 1% hits | Nuclear hormone receptor DAF-12 (Strongyloides stercoralis) | activation, % at 6.8 µM | HEK293 ssDAF-12/GRIP1 lit1-tk-luc reporter; % of 3 µM dafachronic acid response;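 active = activation above the mean over all tested compounds plus 3 SD, cut at about 0.9% in these data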;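 note: 0% = DMSO-only wells and 100% = 3 µM delta7-dafachronic acid wells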
DAX1 inh-2 = DAX1 (NR0B1) inhibitors, primary screen, cell-based, HEK293, Gal4-DAX1, luciferase luminescence. Nuclear receptor subfamily 0 group B member 1 (Homo sapiens), P51843. HEK293 Gal4-DAX1 luciferase reporter. inhibition, % at 6.75 µM. 340,000 compounds, 0.99% hits. AID 504766, 2011;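 active = inhibition above the mean over all tested compounds plus 3 SD, cut at about 4.2% in these data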;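 note: 0% = DAX1-transfected cells with DMSO and 100% = empty-vector control cells with DMSO; inhibition shows as a rise in luminescence from relieved DAX1 repression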
HGIII-sPLA2 inh = human group III sPLA2 inhibitors, primary screen, biochemical, QFRET, BODIPY PC-A2 liposome substrate | Group 3 secretory phospholipase A2 (Homo sapiens), Q9NZ20 | inhibition, % at 12.2 µM | 370,000 compounds, 0.56% hits | QFRET BODIPY PC-A2 liposome hydrolysis, fluorescence;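 active = inhibition above mean plus 3 SD of compounds lying within the high and low control bounds, cut at about 19% in these data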;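 note: 0% = median of test compound wells and 100% = no enzyme DMSO wells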
hcDAF-12 act = H. contortus DAF-12 nuclear receptor activators, primary screen, cell-based, luminescence, HEK293, lit1-tk-luc reporter | 370,000 compounds, 1.4% hits | activation, % at 6.8 µM | HEK293 hcDAF-12 lit1-tk-luc reporter; 0% DMSO, 100% Δ7-dafachronic acid;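 active = activation above the mean of all tested compounds plus 3 SD, cut at about 5.5% in these data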;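 note: 100% = response to 3 µM Δ7-dafachronic acid high control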
GAA850 FXN act = FXN promoter activators, primary screen, cell-based, luciferase luminescence, HEK293 lucGAA850 | AID 540364, 2011 | 360,000 compounds, 0.56% hits | activation, % at 6 µM | HEK293 lucGAA850 FXN promoter luciferase reporter, 24 h; percent of 10 µM SAHA response;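 active = activation above the average of all compounds screened plus 3 SD, cutoff fixed separately per campaign, cut at about 7.5% in these data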;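 note: 0% = DMSO wells and 100% = 10 µM SAHA wells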
* marks the source's active call; other numbers are inactive results; i = inactive; x = no result given. Outcome played no part in choosing rows; about 7% have a hit in one of these screens.

canonical_smiles	DAX1 inh-1	hgDAF-12 ag	PG9 binder	SMARCA2 act	PLC-beta3 inh	NR1D1 modulator	ssDAF-12 act	DAX1 inh-2	HGIII-sPLA2 inh	hcDAF-12 act	GAA850 FXN act
COc1cccc(/C=N/n2c(COc3ccccc3)n[nH]c2=S)c1	0.1	-2.0	0.3	-2	-8	8	-1.1	-0.6	14	-1.1	1.4
Cc1ccc(C2=NNC(=O)C(c3ccc(Cl)cc3)C2)cc1 (stereo unspecified)	-0.9	0.2	-1.4	-1	-4	-1	-0.6	0.3	-10	-0.9	1.4
Cc1ccc(C(=O)N2CCCC(CCC(=O)NCc3ccccc3F)C2)cn1 (stereo unspecified)	-0.7	-1.7	2.3	-2	-3	-5	-0.8	1.5	8	-1.8	2.0
COc1ccccc1-c1sc2cc3c(cc2c1C#CCO)OCO3	1.0	-0.3	0.1	1	-46	-3	-1.1	1.2	1	1.0	1.6
C[C@@H]1CN([C@H](C)CO)C(=O)CCCn2nncc2CO[C@@H]1CN(C)C(=O)C1CC1	0.3	1.4	0.2	-2	0	2	-0.7	0.5	2	4.8	-0.4
CCN(CC)S(=O)(=O)c1cccc(NC(=O)COc2ccc(Cl)cc2Br)c1	0.1	0.3	-1.1	-5	-1	-1	0.0	0.0	0	-3.3	1.4
COc1cccc2cc(C(=O)NCCN3CCOCC3)oc12	0.5	3.1	-0.1	0	-20	3	-0.3	0.4	1	0.8	1.8
CCOc1ccc(NC(=O)CN(C)C(=O)c2ccc3c(c2)C(=O)N(CCC(C)C)C3=O)cc1OCC	-0.3	-3.0	-2.9	-3	-10	-3	-0.3	0.5	4	-2.3	-2.5
CC(C)CCN1C(=O)c2ccc(C(=O)Nc3ccc(Br)cc3C(=O)O)cc2C1=O	0.1	-0.2	0.0	3	-7	-8	-0.9	3.0	-12	-0.3	2.5
O=C(Nc1ccc(Nc2ccccc2)cc1)c1c(Cl)cccc1Cl	-0.7	-1.7	-2.5	-2	-5	4	-1.4	0.4	1	-2.0	-1.8
Cc1ccc(C)c(S(=O)(=O)N2CCCOC2CNC(=O)C(=O)NC2CCCCC2)c1 (stereo unspecified)	1.4	1.6	-0.6	1	-5	-3	-0.5	0.1	8	2.7	0.3
O=C(NCCC1CCCCN1S(=O)(=O)c1ccc(Cl)cc1)C(=O)NCCN1CCOCC1 (stereo unspecified)	1.8	-1.3	-3.1	-1	-5	-2	-1.2	-0.5	-5	-1.2	-2.5
O=C(c1cc2c(=O)oc3ccccc3c2s1)N1CCOCC1	0.0	-0.2	1.2	0	1	-4	-1.2	0.5	4	-1.0	-1.2
NC(=O)c1sc2nc3c(c(-c4ccc(Cl)cc4)c2c1N)CCCC3	-1.6	-4.1	-1.1	1	i	1	-1.5	-1.2	-8	-1.7	0.0
CNC(=O)CCC(=O)Nc1ccc(C(=O)OC)cc1	-0.7	-0.9	-2.1	-2	1	0	-1.3	0.5	-3	-1.1	0.9
c1ccc(SCCCCN2CCOCC2)cc1	-0.2	3.3	1.5	2	-7	0	0.6	0.7	0	3.0	1.0
CN(Cc1cccc(F)c1)C(=O)C1CC(=O)N(Cc2ccco2)C1 (stereo unspecified)	-0.3	-1.6	-1.6	-2	-4	0	-1.6	2.2	-4	1.4	-0.9
Cc1cnc(NC(=O)CN2CCN(c3ccccn3)CC2)s1	-0.7	8.5	0.4	12*	1	0	-0.2	1.8	0	0.9	-1.6
COC(=O)C(NC(C)=O)(Nc1nc2c(C)cc(C)cc2s1)C(F)(F)F (stereo unspecified)	-1.1	0.7	-0.3	2	4	2	-1.3	-0.7	-3	-1.5	-2.9
COc1cc(/C=C(/C(=O)O)c2ccc(-c3ccccc3)cc2)cc(OC)c1OC	-0.2	0.5	-0.5	0	-10	-7	-1.1	-0.7	-13	-1.1	-0.2
COc1cc(-c2cc(C(=O)Nc3cccc(S(=O)(=O)N(C)C)c3)c3ccccc3n2)cc(OC)c1OC	-0.4	1.1	0.3	8	-8	15*	-1.1	-1.1	1	-0.6	-5.0
CN(C)c1cccc(C(=O)NNC(=S)NC2CCCC2)c1	0.0	8.1	-1.8	3	-20	-8	-0.7	2.2	11	3.7	-0.4
CC(C)(C)c1ccc(CC(=O)N2CCC2(C)C(=O)NS(=O)(=O)Cc2ccccc2)cc1 (stereo unspecified)	0.2	0.3	-0.5	0	-5	-4	-1.1	x	-3	-0.2	-0.3
CCCC(=Nc1ccccc1OC)C1=C(O)CC(c2ccccc2)CC1=O (stereo unspecified)	-0.3	0.9	-0.8	-3	1	1	-1.5	0.0	5	-3.5	1.2
Cc1ccc(S(=O)(=O)NCCn2nc(C)cc2C)cc1	0.1	1.6	-2.7	-3	1	3	-1.5	-0.2	-1	-1.5	2.1
C[C@@H]1CCCCO[C@H](CN(C)Cc2ccncc2)[C@@H](C)CN([C@H](C)CO)C(=O)c2cc(N(C)C)ccc2O1	-0.5	1.4	-2.4	2	-33	5	-0.8	x	13	-1.0	x
O=C(CCc1ccccc1)NC1CCS(=O)(=O)C1 (stereo unspecified)	-1.1	6.2	0.2	-2	-3	-6	-0.8	0.4	4	0.2	1.1
N#CCn1c(C2CCCCC2)nc2ccccc2c1=O	-0.5	-3.0	0.9	2	-7	0	-0.3	0.2	-5	-1.1	9.3*
Oc1ccc(C2C=C(c3ccc(F)cc3)Nc3ncnn32)cc1 (stereo unspecified)	0.1	-2.0	-1.5	-3	i	-25	-0.6	0.1	5	-0.6	-2.1
COc1cccc(C(=O)NCC(=O)N/N=C(\C)Cc2ccccc2)c1	0.2	0.3	1.5	-2	-6	-1	-1.1	0.4	0	1.7	1.6
Cc1ccc2oc(-c3ccc(NC(=O)CC(C)C)cc3)nc2c1	2.5	11*	1.1	0	-2	5	-0.4	2.0	1	2.4	5.9
Cc1ccc(N2C(=O)C3CCC(C)(C2=O)C3(C)C)cc1 (stereo unspecified)	0.7	1.5	-2.5	-2	-5	6	-1.0	0.0	4	-0.5	0.7
COCC(=O)Nc1cccc(-c2ccc3nncn3n2)c1	-0.2	1.5	-0.1	3	-4	5	-1.0	1.1	-2	-0.5	-0.6
COC(=O)c1sccc1NC(=O)CN(C)NS(=O)(=O)c1ccc(Cl)cc1	-0.6	2.6	-0.2	0	1	5	-0.9	-0.5	1	-1.0	0.3
O=C(Cn1[nH]c(=O)c2ccccc2c1=O)Nc1cccc(-c2nnc3n2CCCCC3)c1	-0.2	0.3	-0.2	0	0	-1	-0.4	-0.3	1	1.4	-1.6
N#CC(C#SN)=C1CCCCC1	-0.9	1.5	-0.3	-3	-9	-2	-0.5	0.1	5	1.3	0.6
CCN(c1ccccc1)S(=O)(=O)c1ccc(C(=O)Nc2ncccc2O)cc1	1.3	1.4	0.2	-2	-7	-1	-0.3	0.1	-34	-2.4	-0.1
Cc1ccc(S(=O)(=O)CC(=O)NC2CC2)cc1	-0.5	-1.0	-2.7	0	1	x	-1.0	-1.1	-4	0.3	-0.4
CCOc1[nH]n(-c2ccccc2)c(=O)c1C=Nc1ccc(OC)cc1	-1.0	0.3	2.6	0	-2	0	-1.7	-2.3	10	-1.5	0.7
CC1(C)Cc2noc(N)c2C(C)(C)N1OC(=O)c1scc2c1OCCO2	-0.2	-2.7	-2.5	2	-5	5	-1.3	-1.9	1	-2.1	0.7
O=C(O)c1cc(N2C(=O)CCC2=O)ccc1NCc1cccnc1	0.0	-4.6	0.3	1	-66	0	-1.6	3.2	3	-1.2	-0.8
COC(CNC(=O)CCCn1nnnc1CN1CCOCC1)c1cccs1 (stereo unspecified)	-0.2	1.3	-1.3	-3	-8	2	-0.4	0.3	9	-0.3	-2.3
O=C(NCc1cccnc1)c1cccc(C(F)(F)F)c1	-0.9	-1.2	1.0	-3	-2	1	-1.5	-0.5	5	-0.4	-1.1
O=C(OCc1ccc([N+](=O)[O-])cc1)c1ccc2ccccc2n1	0.3	0.5	-1.1	0	-7	5	-0.6	-1.8	-5	4.3	1.4
CCCC(=O)Nc1nc(-c2ccc3c(c2)CCN3S(C)(=O)=O)cs1	-1.2	-1.8	0.7	-3	-14	-4	-0.7	-0.9	-5	-0.8	0.1
O=C(Nc1cccc(-c2cccc(F)c2)c1)C1CCN(C2CCOCC2)CC1	1.6	-1.9	0.8	1	-9	-7	-0.5	-0.1	1	2.6	2.8
CN(C)/C=C1/N=C(c2ccccc2)OC1=O	-1.1	0.1	0.8	3	10	2	-0.7	0.6	-2	-0.7	1.5
CCSC1=C(C#N)C(c2ccccc2OC)CC(=O)N1 (stereo unspecified)	-0.7	-3.7	0.2	-3	-3	5	-0.9	-0.2	-5	-2.1	0.0
CN1CCN(C2=C(Cl)C(=O)N(c3cccc(Cl)c3)C2=O)CC1	-0.3	0.6	-0.2	0	-11	-2	-0.9	-0.3	-12	-0.1	-0.2
C/C(=N\NC(=O)c1c(Cl)cnn1C)c1cccnc1	4.3*	5.6	0.0	4	-8	-3	-1.4	2.2	9	1.5	4.4
Cc1cc(C)c(NC(=O)COC(=O)C2CCCCC2)c(C)c1	-0.8	4.2	-2.5	1	4	0	-1.1	0.5	0	-0.4	0.5
CC(C)[C@H](NS(=O)(=O)c1ccc2c(c1)OCCO2)C(=O)OCC(=O)Nc1cc(Cl)ccc1Cl	0.0	-0.7	-1.2	-2	-2	-1	-0.4	-1.0	1	3.8	-0.5
CCOC(=O)c1ccc(CNCc2ccc(Br)cc2)cc1	0.0	0.0	1.6	-3	-7	0	-1.3	0.0	7	0.0	-0.1
